Screening data: PubChem BioAssay, The Scripps Research Institute Molecular Screening Center
M5 antag – antagonists of human muscarinic M5 receptor (CHRM5); CHO-hM5 cells, Fluo-8 calcium fluorescence, ACh EC80; inhibition, % at 3 µM; actives 0.59% (n = 360,000); AID 624040;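 active means inhibition above a per-plate cutoff, the mean of that plate's test compounds plus 3 SD, cut at about 27% in these data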;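 further: 0% = acetylcholine EC80 with DMSO and 100% = DMSO without agonist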
Target sequence (P08912 whole entry, looked up): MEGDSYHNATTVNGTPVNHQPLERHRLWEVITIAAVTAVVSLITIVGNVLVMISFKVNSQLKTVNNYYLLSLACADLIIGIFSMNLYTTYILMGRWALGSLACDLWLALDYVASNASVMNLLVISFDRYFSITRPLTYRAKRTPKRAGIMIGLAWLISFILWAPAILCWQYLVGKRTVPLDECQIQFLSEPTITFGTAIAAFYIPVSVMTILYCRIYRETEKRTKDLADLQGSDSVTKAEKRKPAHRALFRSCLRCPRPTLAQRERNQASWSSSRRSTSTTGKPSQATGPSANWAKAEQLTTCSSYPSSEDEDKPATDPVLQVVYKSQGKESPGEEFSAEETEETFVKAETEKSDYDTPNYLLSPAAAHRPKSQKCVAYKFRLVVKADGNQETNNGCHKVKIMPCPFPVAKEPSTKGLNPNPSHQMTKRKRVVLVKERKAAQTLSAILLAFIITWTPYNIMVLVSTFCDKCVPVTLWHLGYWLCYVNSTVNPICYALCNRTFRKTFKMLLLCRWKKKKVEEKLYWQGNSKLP
CHRM5 PAM – CHRM5 positive allosteric modulation. P08912. CHO-K1 hM5, Fluo-8 calcium, ACh EC20 PAM; 0% = ACh EC20, 100% = ACh EC100. activation, % at 3 µM. actives 0.3% (n = 360,000). AID 624038;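 active means activation above the run cutoff, the mean activation of all test compounds plus 3 SD, cut at about 18% in these data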
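System – CHO-K1 hM5 cells · Compound – 3 µM, single dose · Incubation – compound preincubation 140 s before EC20 acetylcholine addition · Technique – Fluo-8 calcium fluorescence · Measure – Max/basal fluorescence ratio as % of EC20–EC100 ACh window · Benchmarks – low control EC20 acetylcholine (0%), high control EC100 acetylcholine (100%) · Replication – singlicate, one well per test compound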
M5 ag – CHRM5 agonism in calcium assay. actives 0.19% (n = 360,000). P08912. CHO-K1 hM5 cells, Fluo-8 calcium fluorescence; 0% DMSO wells, 100% maximal acetylcholine response. activation, % at 3 µM;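 active means activation above the run's mean over test compounds plus 3 SD, cut at about 23% in these data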;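 further: signal is peak over basal fluorescence ratio across the kinetic read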
CHO-K1 Ca PAM – nonselective activator or artifact in parental CHO-K1 calcium assay | actives 0.02% (n = 360,000) | ATP EC20, Fluo-8 calcium fluorescence; 0% at ATP EC20, 100% at ATP max | activation, % at 3 µM;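 active means activation above the run cutoff, the mean activation of all test compounds plus 3 SD, cut at about 40% in these data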;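 further: peak over basal fluorescence ratio in a 140 s read after ATP addition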
CHO-K1 Ca antag – nonselective inhibitor or artifact in parental CHO-K1 cells; ATP-induced calcium, Fluo-8 fluorescence; inhibition, % at 3 µM; actives 0.6% (n = 360,000);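 active means inhibition above a per-plate cutoff, the plate's mean sample inhibition plus 3 SD, cut at about 24% in these data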;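 further: 0% = DMSO plus EC80 ATP and 100% = DMSO alone without ATP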
M1 ag parental – nonselective activator or artifact in parental CHO-K1 cells | Fluo-8 calcium fluorescence; scaled to maximal ATP response, vehicle zero | activation, % at 3 µM | actives 0.48% (n = 360,000); in the data active means activation above about 15%;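 further: untransfected CHO-K1 host cells lacking M1 receptor as counterscreen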
CHRM4 antagonist – antagonists of human muscarinic M4 receptor (CHRM4); CHO-hM4 cells, ACh EC80, Fluo-8 calcium fluorescence; inhibition, % at 3 µM; actives 0.73% (n = 360,000); AID 624125;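 active means inhibition above its plate's cutoff, the mean inhibition of sample wells plus 3 SD, cut at about 27% in these data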;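 further: 0% = acetylcholine EC80 with DMSO and 100% = DMSO without agonist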
Target sequence (P08173 whole entry, looked up): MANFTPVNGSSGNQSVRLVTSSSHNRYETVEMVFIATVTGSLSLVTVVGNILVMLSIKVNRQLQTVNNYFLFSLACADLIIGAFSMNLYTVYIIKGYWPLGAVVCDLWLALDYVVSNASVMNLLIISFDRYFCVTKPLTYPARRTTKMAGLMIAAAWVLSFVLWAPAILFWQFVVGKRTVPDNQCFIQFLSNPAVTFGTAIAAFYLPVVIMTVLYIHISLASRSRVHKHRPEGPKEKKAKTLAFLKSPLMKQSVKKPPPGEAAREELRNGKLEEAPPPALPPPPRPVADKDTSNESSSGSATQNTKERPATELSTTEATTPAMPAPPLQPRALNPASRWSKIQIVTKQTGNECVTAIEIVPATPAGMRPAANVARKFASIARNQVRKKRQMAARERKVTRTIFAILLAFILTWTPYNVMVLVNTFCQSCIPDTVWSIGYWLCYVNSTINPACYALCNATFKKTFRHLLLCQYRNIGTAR
CHRM4 agonist – agonists of human muscarinic M4 receptor (CHRM4); P08173; actives 0.14% (n = 360,000); CHO-K1 hM4/Gqi5, Fluo-8 calcium fluorescence; vehicle 0%, full acetylcholine response 100%; activation, % at 3 µM;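 active means activation above the run mean over all test wells plus 3 SD, cut at about 32% in these data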;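 further: peak over basal fluorescence ratio per well then scaled between controls; 0% = DMSO wells and 100% = acetylcholine at EC100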
M4 PAM – CHRM4 positive allosteric modulation; activation, % at 3 µM; P08173; actives 0.4% (n = 360,000); CHO-K1 hM4/Gqi5, Fluo-8 calcium fluorescence, ACh EC20; 0% = ACh EC20, 100% = maximal ACh; AID 624126;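 active means activation above its plate's cutoff, the mean activation of sample wells plus 3 SD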; further: some results filed as inactive read as strong as hits
An asterisk follows results filed as active.

Below each SMILES: M5 antag, CHRM5 PAM, M5 ag, CHO-K1 Ca PAM, CHO-K1 Ca antag, M1 ag parental, CHRM4 antagonist, CHRM4 agonist, M4 PAM
1: COc1cc(C#N)ccc1OC(=O)c1cccc(S(=O)(=O)N2CCN(C)CC2)c1
    1.1, -1.2, -3.4, -12.3, -5.0, 1.0, -0.4, 2.0, 4.5
2: O=S(=O)(c1ccc(OCC(O)CNCc2ccco2)c(Cl)c1)N1CCOCC1 (stereo unspecified)
    0.3, 0.2, -4.5, 12.2, -1.9, 0.3, 1.2, 1.5, 1.8
3: CCn1cnc2c([N+](=O)[O-])c(NS(=O)(=O)c3ccc(C)cc3)ccc21
    10.2, -2.1, -0.5, -13.9, 0.5, -0.1, 4.4, 0.8, 5.3
4: CN(c1ccccc1)S(=O)(=O)c1cccc(C(=O)NCCCN2CCCC2=O)c1
    -1.7, 2.4, 1.1, -5.0, 13.9, 0.0, -3.2, 1.4, 0.7
5: Cc1ccc(C(=O)NCc2ccccc2)cc1Br
    2.6, -0.1, -1.6, 15.4, -9.5, 0.7, 0.8, -0.6, -8.9
6: C#Cc1ccc([C@@H]2C=C(C(=O)N3CCN(Cc4ccccc4)CC3)O[C@H](OCCCCO)C2)cc1
    11.8, -0.4, 0.6, 4.5, -6.6, 0.2, 7.1, 2.4, 4.6
7: CC(C)CCNC(=O)COC(=O)c1ccc(Br)o1
    -3.6, 2.0, -6.9, 13.9, -0.7, -0.2, -15.2, 0.7, 8.8
8: Cn1cc2ccc(N)cc2n1
    2.1, 1.9, -0.4, 5.4, -9.4, 0.7, -5.1, 0.7, 0.2
9: CC1=NCC(C)c2ccccc21 (stereo unspecified)
    7.2, -1.3, 1.2, -5.8, 14.6, -0.3, -11.3, 0.8, 1.4
10: Cc1ccc(S(=O)(=O)N(C)C)cc1NC(=S)NCCc1ccccn1
    -9.4, -1.6, -4.3, 7.0, -1.1, 0.3, -5.7, 2.0, 6.3
11: CCC(Cc1ccccc1)NC(=O)CCn1cccc1 (stereo unspecified)
    10.0, -8.4, 0.0, -1.4, 4.2, 0.1, 1.7, 1.0, 0.0
12: CCOC(=O)[C@H](C)N1[C@H](C)[C@H](c2ccccc2)Oc2ccc(Cl)cc2S1(=O)=O
    -3.1, 1.1, 0.5, 3.8, -1.6, 0.5, -2.5, -0.3, -2.4
13: COc1ccc(NS(=O)(=O)c2ccc(N3CCCCC3)c(N)c2)cc1
    15.5, -6.7, 7.4, -2.9, 9.1, 13.3, 16.7, 11.3, -8.1
14: CC(C)N(C(=O)COC(=O)c1cccnc1Cl)c1ccccc1
    0.2, 8.0, -0.4, 4.8, -10.9, 1.6, -14.0, 2.6, 10.6
15: O=C(NC1CCc2ccccc21)C1CCN(S(=O)(=O)c2ccc(-n3cnnn3)cc2)CC1 (stereo unspecified)
    -5.2, -3.0, -3.2, 13.7, -8.2, 1.2, 4.5, 2.1, -4.0
16: COc1ccc(NC(=S)NCCc2ccccc2)c(OC)c1
    -1.0, 1.1, -4.5, 2.5, 8.4, -0.1, 4.5, 1.9, -3.0
17: Cc1ccc(/C=C(/C#N)c2nc(CCN3C(=O)c4ccccc4C3=O)cs2)cc1
    0.6, -2.4, -0.7, 6.2, -5.4, 0.6, 3.2, 1.1, 5.0
18: CCC(Oc1ccccc1)C(=O)Nc1ccccc1N1CCCC1 (stereo unspecified)
    -5.0, 2.2, -3.9, 12.9, -10.2, -0.6, -3.3, -2.5, -2.2
19: Nc1[nH]ncc1-c1ccccc1
    3.2, 5.1, -4.8, 23.3, -11.0, 0.5, -21.1, 0.5, 9.9
20: COc1ccc(NC(=O)c2sc3ncnc(N4CCN(c5ccccn5)CC4)c3c2C)cc1Cl
    -3.1, 8.1, -2.1, 11.3, -10.0, 0.1, -15.7, 1.0, 12.7
21: CCOC(=O)c1ccc(N2C(=O)CC(N3CCN(C/C=C/c4ccccc4)CC3)C2=O)cc1 (stereo unspecified)
    -2.9, -3.4, 1.3, 5.2, -4.5, 1.4, 16.1, 2.6, -6.9
22: CC(C)(C)C(=O)OCCn1c(=O)c2cc3c(=O)n(CCOC(=O)C(C)(C)C)c(=O)c3cc2c1=O
    -6.3, 3.7, -1.6, 9.4, -18.3, 0.2, -15.9, 1.9, 11.7
23: Cc1nc(C)c(-c2ccc(SCC(=O)Nc3cccc(Cl)c3C)nn2)s1
    14.4, -5.4, -3.0, 4.9, -7.2, 5.6, -22.8, 12.2, 3.8
24: CCN1CCN(C(=O)c2ccc(Cl)c(S(=O)(=O)N3CCOCC3)c2)CC1
    4.9, -3.8, -0.9, 4.6, -8.0, 0.1, -3.7, -0.7, 0.0
25: NC(=O)c1cccc(-c2ccnc3c2CC(C(=O)Nc2cccc(C(F)(F)F)c2)O3)c1 (stereo unspecified)
    15.1, -12.5, 5.8, -9.2, 20.9, 6.7, 2.3, 20.0, -7.8
26: Cc1cc(Nc2ccccc2)n(-c2ccc(C(=O)O)cc2)n1
    13.4, -3.4, 0.3, 13.5, -12.4, 0.5, 2.2, 1.4, 1.2
27: COc1cccc(N2C(C(C)=O)=NN(c3ccccc3)C2c2ccc(N3CCOCC3)cc2)c1 (stereo unspecified)
    5.7, 0.1, -2.2, 15.6, -6.5, 0.7, 10.4, 0.5, -2.5
28: Cc1ccc(CNC(=O)C2CCC(=O)N(Cc3ccccc3F)C2)s1 (stereo unspecified)
    -0.1, -2.3, -3.5, 8.8, -5.3, 0.3, 3.7, 1.3, 3.7
29: CC(=O)c1c(C)n(-c2ccccc2)c2ccc(O)cc12
    6.2, -12.1, -2.3, -1.9, 14.5, 0.5, 16.4, 1.6, 1.1
30: CCOc1ccc([N+](=O)[O-])cc1CNC1CCCCCCC1
    6.9, 1.2, -1.6, -4.0, 20.9, 0.0, 2.7, 1.7, -4.1

3 structures out of the list, ordered by length of the SMILES, highest first.
Below each SMILES: M5 antag, CHRM5 PAM, M5 ag, CHO-K1 Ca PAM, CHO-K1 Ca antag, M1 ag parental, CHRM4 antagonist, CHRM4 agonist, M4 PAM
23: Cc1nc(C)c(-c2ccc(SCC(=O)Nc3cccc(Cl)c3C)nn2)s1
    14.4, -5.4, -3.0, 4.9, -7.2, 5.6, -22.8, 12.2, 3.8
7: CC(C)CCNC(=O)COC(=O)c1ccc(Br)o1
    -3.6, 2.0, -6.9, 13.9, -0.7, -0.2, -15.2, 0.7, 8.8
19: Nc1[nH]ncc1-c1ccccc1
    3.2, 5.1, -4.8, 23.3, -11.0, 0.5, -21.1, 0.5, 9.9

Additional records:
Below each SMILES: M5 antag, CHRM5 PAM, M5 ag, CHO-K1 Ca PAM, CHO-K1 Ca antag, M1 ag parental, CHRM4 antagonist, CHRM4 agonist, M4 PAM
31: N#C/C(=C\c1c(N2CCCCCC2)nc2ccccn2c1=O)C(=O)NC1CCS(=O)(=O)C1 (stereo unspecified)
    -3.3, 8.4, -0.4, 7.4, -6.1, 0.4, 0.3, 1.5, 17.9
32: CN1C=CC=C/C1=C1\SC(=S)N(c2ccccc2)C1=O
    -1.2, -2.0, -5.4, -4.9, 10.1, 0.0, -5.3, 1.1, 17.1*
33: Nc1nc(CN2CCOCC2)cs1
    -5.3, 7.0, 1.2, -1.3, -21.1, 0.2, 7.2, -0.8, -3.6
34: CN(C(=O)c1nn(C)c2c1CSc1ccccc1-2)c1ccccc1Cl
    23.4, -4.6, -5.0, 2.0, -13.3, 2.3, 6.0, 6.4, -7.5
35: COc1ccc(OC)c(NC(=O)C2CCN(C(=O)c3cccs3)CC2)c1
    -11.4, 3.9, 0.2, -2.2, 9.0, 0.2, -5.2, 1.0, 0.1
36: Cc1cccc(NC(=O)COC(=O)CN2C(=O)c3ccccc3C2=O)c1
    -2.5, 2.3, 1.2, 13.2, -6.3, 0.4, 0.5, 0.9, 2.1
37: Cc1nc2ccc(NC(=S)NCCCO)cc2nc1C
    -12.4, -5.5, -3.2, 9.7, -7.6, -0.3, -10.1, 0.8, 2.4
38: Cc1ccc(-c2nc3ccccc3c(=O)n2NC(=S)N(C)C)cc1
    -1.2, 4.0, 0.5, 25.4, -10.3, 1.5, -5.9, 1.5, 2.9
39: COc1ccc2c(c1)c(CC(=O)OCC(N)=O)c(C)n2C(=O)c1ccc(Cl)cc1
    7.7, 2.0, 1.0, 2.1, -17.6, 1.4, -4.0, -0.4, 1.4
40: COc1ccccc1Nc1nc(N)nc(-c2cc3ccccc3o2)n1
    9.2, -13.5, 3.3, -3.8, 19.6, -0.3, -6.5, 3.8, 2.4
41: O=C(CNC(=O)c1ccc(Cl)cc1)OCC(=O)c1ccc2c(c1)OCCO2
    14.2, -10.1, -4.5, -8.5, 17.3, 0.3, 1.6, 1.3, 0.4
42: Cc1ccc(S(=O)(=O)N(CC(=O)Nc2ccc(F)cc2)C(=O)N2CCN(C)CC2)cc1
    20.7, -6.0, -1.4, -7.0, 1.5, 0.7, 1.4, 0.3, -4.8
43: Fc1ccc(CCNc2ncnc3[nH]ncc23)cc1
    6.3, 5.9, 5.7, -3.4, -9.9, 5.2, -8.5, 12.8, 7.4
44: N#CCSCC(=O)Nc1ccc(Br)cc1
    -4.0, 2.0, 3.2, 8.3, -11.9, 1.2, -0.5, 2.4, 4.4
45: O=C(O)C1CCCCN1c1ccccc1[N+](=O)[O-] (stereo unspecified)
    6.9, -6.0, 1.6, 10.8, -5.7, 1.1, 9.3, -0.4, 1.7
46: COc1ccccc1-n1c(CNC(=O)c2ccc(S(=O)(=O)N3CCCCC3)cc2)n[nH]c1=S
    19.2, -5.8, -5.5, 0.7, -1.0, 0.7, -0.9, 0.2, 0.4
47: Oc1ccc(C=NN=Cc2ccco2)c(O)c1
    0.2, -2.0, 6.2, 10.5, -16.4, 0.9, -1.7, 0.4, 0.5
48: CCO[C@@H]1OC(C(=O)NCc2nc3ccccc3[nH]2)=C[C@H](C2CC2)[C@H]1CCCO
    11.7, -9.2, 4.8, -1.3, -4.0, -0.1, 5.6, -0.2, -3.7
49: CCOC(=O)C1(Cc2cccc(OC)c2)CCN(Cc2cccc(OC)c2O)CC1
    6.9, -13.2, 0.6, -12.4, -0.9, 3.9, 1.6, 6.1, -15.0
50: O=C(CCN1C(=O)/C(=C\c2cccc(Br)c2)SC1=S)NCCCN1CCOCC1
    -7.0, 7.2, 2.7, 6.3, -9.2, 4.4, 7.2, 5.9, -0.5
51: Oc1c(CNc2ccccc2)cc(COCc2ccccc2)c2cccnc12
    -2.3, -0.6, -0.7, 21.9, -10.5, 0.1, -13.2, 0.6, 1.6
52: Cc1nc2ccc(NC(=O)COc3ccccc3F)cc2s1
    -5.7, -2.0, -2.8, 24.7, -1.5, 2.4, -6.0, 4.8, 4.1
53: O=c1[nH]c(CSc2nc(-c3ccccc3)cs2)nc2ccccc12
    4.1, -12.2, -2.2, 20.1, -6.1, 3.5, -14.6, 6.9, -1.9

Rows are unselected. About 2.7% of those tested had a hit in this group.
